# JMJD2A Tudor inh: JMJD2A Tudor domain (human) inhibition; O75164; AlphaScreen JMJD2A-Tudor / H3K4me3 peptide binding; Potency, µM (top dose mostly 114 µM), for inactives: top-dose activity change, negative = inhibition, actives largely listed as inhibitors; hit rate 4.4% among 390,000; AID 504339; also: potency is read from the fitted curve at half-maximal effect; % is scaled to controls: 0 for no effect and ±100 for the full control effect; nearly all actives have a fitted effect of over 50% in size
# BAZ2B inh: blocks human BAZ2B. Q9UIF8. AlphaScreen BAZ2B-H3K14Ac peptide displacement. AID 504333. hit rate 4.4% among 360,000. Potency, µM (doses to about 114 µM), inactives show at the top dose activity change, negative = inhibition, usual class: inhibitors; also: potency is read from the fitted curve at half-maximal effect; % is scaled to controls: 0 for no effect and ±100 for the full control effect; nearly all actives have a fitted effect of over 60% in size
#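 Multi-concentration screen (max 110 uM) measuring displacement of acetylated histone H3 peptide from BAZ2B by AlphaScreen, using 50 nM protein, 50 nM peptide and 10 ug/mL streptavidin donor plus Ni-chelate acceptor beads.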
# GLS inh: blocks human kidney-isoform glutaminase activity; O94925; GLS enzymatic activity, qHTS titration; Potency, µM (top dose mostly 45.5 µM), without a hit: top-dose activity change, negative = inhibition, hits mostly inhibitors; hit rate 0.21% among 410,000; AID 624170; also: potency is read from the fitted curve at half-maximal effect; % is scaled to controls: 0 for no effect and ±100 for the full control effect
#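 Enzyme dispensed in phosphate buffer (45 mM, pH 8.2, 0.02% Tween-20), compounds pinned in, then 1 mM L-glutamine solution and the glutamate oxidase–HRP–Amplex Red mix added; fluorescence read immediately and again after 30 min at room temperature.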
# ALOX12 inh: blocks human arachidonate 12S-lipoxygenase. P18054. purified 12hLO, xylenol orange hydroperoxide absorbance. Potency, µM (top dose mostly 108 µM), for inactives: at the top dose activity change, negative = inhibition, most hits filed as inhibitors. hit rate 1.1% among 580,000. AID 1671190; also: potency is read from the fitted curve at half-maximal effect; % is scaled to controls: 0 for no effect and ±100 for the full control effect
#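 Purified human 12hLO at 150 nM in 25 mM Hepes, 0.01% Triton X-100, pH 7.0, preincubated 15 min at room temperature with compound. Reaction started with 40 uM arachidonic acid, 30 min at room temperature. Hydroperoxide measured by Fe-xylenol orange, 573/405 nm absorbance ratio.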
# ERG Ets-DNA blk: blocks human ERG Ets domain binding to DNA; AID 624246; P11308; hit rate 0.028% among 370,000; Potency, µM (top dose mostly 76.9 µM), inactives show at the highest dose FP activity, negative = inhibition, most hits filed as inhibitors; fluorescence polarization, His-ERG Ets domain / labelled DNA; active = well fitted inhibition curve with a large enough effect in the polarisation, with a control signal flat; inconclusive = small, poorly fitted or top-dose-only effect, or effect the other way, or a change in a side signal; inactive = no such curve, though single readings can be large or run the other way; the % refers to the polarisation;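 also: polarization taken with two DNA probes labelled with fluorescein and Texas red; potency is read from the fitted curve at half-maximal effect; % of control where 0% means no effect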
# Target sequence (P11308 whole entry, looked up, the tested form may be a part): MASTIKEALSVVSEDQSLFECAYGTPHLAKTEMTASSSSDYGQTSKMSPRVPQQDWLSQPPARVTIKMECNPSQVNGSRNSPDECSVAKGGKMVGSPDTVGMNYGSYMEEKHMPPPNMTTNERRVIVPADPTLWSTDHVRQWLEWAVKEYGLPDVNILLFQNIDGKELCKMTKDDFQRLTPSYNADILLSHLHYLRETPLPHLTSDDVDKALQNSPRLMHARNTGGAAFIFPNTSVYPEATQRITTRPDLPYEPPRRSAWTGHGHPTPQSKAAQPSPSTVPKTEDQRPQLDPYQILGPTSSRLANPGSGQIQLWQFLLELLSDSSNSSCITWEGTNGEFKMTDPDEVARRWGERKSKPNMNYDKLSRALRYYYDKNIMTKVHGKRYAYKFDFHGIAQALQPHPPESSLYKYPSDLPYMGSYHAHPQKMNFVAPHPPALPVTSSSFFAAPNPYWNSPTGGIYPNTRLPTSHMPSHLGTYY
#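 His-tagged ERG Ets domain (1 uM in the protein solution; 300mM KCl, 50mM Tris-HCl, 1mM EDTA, 1mM DTT, pH 7.5) received compound, then a probe mix of 5 nM fluorescein-DNA and 100nM Texas-615-DNA. Fluorescence polarization was read for both dyes.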
# HP1b chromo inh: blocks HP1-beta chromodomain binding to methylated histone tails | hit rate 0.56% among 390,000 | AID 540317 | AlphaScreen HP1-beta / biotin-H3K9me3 peptide binding | Potency, µM (titrated, usually from 114 µM), without a hit: at the top dose activity change, negative = inhibition, hits mostly inhibitors; also: potency is read from the fitted curve at half-maximal effect; nearly all actives have a fitted effect of over 70% in size; inactives centre near 23
#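 Compound inhibition of the preformed complex between 50 nM HP1-beta and 50 nM biotinylated H3K9me3 peptide was read by AlphaScreen. Buffer was PBS pH 7.4 with 0.01% Tween-20. Incubations ran 30 min at room temperature, with 10 ug/mL donor/acceptor beads.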
# G9a block: blocks human histone lysine methyltransferase G9a | G9a H3K9 monomethylation, AlphaScreen, 2 h | Potency, µM (series often up to 102 µM), for the others: at the highest dose activity, negative = inhibition, hits mostly inhibitors | hit rate 8.8% among 350,000 | AID 504332; also: potency is read from the fitted curve at half-maximal effect; % is scaled to controls: 0 for no effect and ±100 for the full control effect; nearly all actives have a fitted effect of over 75% in size
# Target sequence (Q96KQ7 913-1193 limits assumed): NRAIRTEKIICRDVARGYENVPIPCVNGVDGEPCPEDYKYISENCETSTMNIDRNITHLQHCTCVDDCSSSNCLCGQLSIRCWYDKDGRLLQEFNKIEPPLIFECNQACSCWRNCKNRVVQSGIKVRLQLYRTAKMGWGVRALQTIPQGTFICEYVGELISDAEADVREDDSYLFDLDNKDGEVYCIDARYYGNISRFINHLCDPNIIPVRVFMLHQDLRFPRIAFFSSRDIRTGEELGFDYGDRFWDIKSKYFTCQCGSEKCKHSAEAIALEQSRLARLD
#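 Readings reflect AlphaScreen signal from monomethyl-H3K9 antibody detection. HMT at 20 nM; substrate b-H3K9 500 nM; cofactor SAM 20 uM; 2 h RT reaction; compounds tested as titrations in qHTS with 15 min preincubation.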
# RGS4 inh: human RGS4 inhibition; AID 504845; Transcreener GDP fluorescence polarization, RGS4-accelerated GTP hydrolysis; P49798; hit rate 0.039% among 390,000; Potency, µM (doses to about 114 µM), for the others: top-dose activity change, negative = inhibition, hits mostly inhibitors; also: potency is read from the fitted curve at half-maximal effect; % is scaled to controls: 0 for no effect and ±100 for the full control effect; nearly all actives have a fitted effect of over 75% in size; some results filed as inactive show a strong effect at the top dose
# Target sequence (P49798 whole entry, looked up): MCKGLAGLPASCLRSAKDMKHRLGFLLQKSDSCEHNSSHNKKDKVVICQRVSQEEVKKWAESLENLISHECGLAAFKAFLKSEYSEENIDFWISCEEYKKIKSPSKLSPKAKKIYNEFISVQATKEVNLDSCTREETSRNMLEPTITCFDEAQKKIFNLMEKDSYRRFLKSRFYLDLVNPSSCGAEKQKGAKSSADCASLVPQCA
#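 MLSMR compounds (23 nl, pin-transferred) preincubated 10 min at room temperature with a 500nM (2x) first reagent, then RGS4 at 900nM (2x) plus Transcreener GDP mix added; fluorescence polarization (620/688 nm) read before and after 90 min at 30 °C.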
# PI4K2A inh: blocks human PI4K2A kinase activity. activity change, negative = inhibition, % at 76.9 µM. AID 1346378. purified PI4K2A, ADP-Glo luminescence, 1 h; stronger effect = lower value. Q9BTU6. hit rate 0.13% among 420,000; in the data active = activity change below about -50%; inconclusive = mostly about -30% to -49%;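 also: -100% = wells without enzyme as full effect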
#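 PI4K2A activity was measured by ADP-Glo luminescence: enzyme (4 ug/mL stock) and phosphatidylinositol (1.2 mM stock) in Tris pH 7.5/MgCl2/EGTA/Triton X-100 buffer were reacted with ATP (300 microM stock) for one hour at ambient temperature.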
# The depositor's hits bear a star; i = inactive; u = inconclusive; x = no result given; [ ] = remark or other dose. Unless noted, calls follow the shape of the dose curve; as a rule, active = well fitted curve in the direction sought with a large enough effect; inconclusive = small, poorly fitted or top-dose-only effect, or another doubt; inactive = no such curve, though single readings can be large; an effect the other way counts as inactive or inconclusive. These rows are one share of the data; count on the stated rates, not on these rows.
JMJD2A Tudor inh	BAZ2B inh	GLS inh	ALOX12 inh	smiles	ERG Ets-DNA blk	HP1b chromo inh	G9a block	RGS4 inh	PI4K2A inh
u	u	4%	u	COc1ccc(Nc2c(-c3ccc(C)o3)nc3cc(C)ccn23)cc1	3%	-14%	16µM*	-18%	-5
-1%	-2%	5%	-18%	CC(C)CC1NC(=O)N(CC(=O)Nc2ccc(OCc3ccccc3)cc2)C1=O (configuration not stated)	-1%	13%	u	4%	-1
-14%	2%	6%	u	O=C(C1CCN(S(=O)(=O)c2cc(Cl)ccc2Cl)CC1)N1CCOCC1	9%	-3%	5%	17%	0
-17%	-26%	2%	-6%	COc1ccc(C)cc1S(=O)(=O)N1CCCC(C(=O)N2CCN(c3ccccc3F)CC2)C1 (configuration not stated)	10%	30%	36%	-42%	-4
5%[11.4 µM]	-12%	0%	-12%	Cc1ccc(NC(=O)c2ccc(OC(=O)c3cc4ccccc4o3)cc2)cc1	-6%	-8%	-29%[12.7 µM]	-26%[11.4 µM]	11
1%	-14%	-5%	u	CC(C)CN(C(=O)CN(C)S(=O)(=O)c1ccc(Cl)cc1)C1CCS(=O)(=O)C1 (configuration not stated)	-9%	27%	u	-33%	-9
u	-39%	-2%	-3%	O=C(C1=C[C@@H](C2CCCCC2)C[C@@H](OCc2ccc(CO)cc2)O1)N1CCN(Cc2ccc3c(c2)OCO3)CC1	-5%	8%	u	-17%	-3
-22%	4%	23%	u	O=C(OC1CCOC1=O)c1cccc(S(=O)(=O)Nc2cccc(Cl)c2)c1 (configuration not stated)	2%	28%	7%[59 µM]	18%	0
-1%[11.4 µM]	-7%	11%	4%	CCn1c(=O)cc(N2CCN(C(=O)c3ccco3)CC2)[nH]c1=O	9%	63%[activator]	-33%	23%[11.4 µM]	-2
-26%	x	53%[activator]	12%	C[C@@H]1ON(C)[C@H]2C[C@H]3c4cc(N5CCN(C)CC5)ccc4CCN3C(=O)[C@@H]12	-2%	22%	x	3%	4
-1%	x	2%	-29%	CCOC(=O)C1=CN(Cc2cccc(F)c2)S(=O)(=O)NC1c1ccccc1 (configuration not stated)	-13%	48%[activator]	x	-17%	3
9%	u	10%	-13%	COc1ccc([N+](=O)[O-])cc1NCc1cccnc1	-8%	48%[activator]	14%[59 µM]	-19%	7
-7%	2%	-14%	-4%	Cc1ccc2nc(-c3ccncc3)c(NC3CCCCC3)n2c1	8%	21%	16%	-2%	3
-5%	24%	11%	-6%	CCN(CC(=O)NC(=O)Nc1ccccc1F)Cc1ccccc1	-6%	45%[activator]	27%[59 µM]	4%	1
-12%	u	16%	0%	CC(C)CCOP(=O)(c1ccc(N(C)C)cc1)C(O)c1ccccc1F (configuration not stated)	2%	12%	u	-8%	18
-16%	8%	-8%	0%	Clc1ccc(-c2nnc(-c3cccnc3)o2)cc1	16%	39%	16%	5%	-1
-10%	3%	-2%	32%[activator]	OCCNCCO	-2%	10%	0%[12.7 µM]	10%	-1
-36%	45µM*	13µM*	u	O=C1CCCC2=C1Sc1ccccc1N2	-5%	-21%	x	-8%	-1
-2%	-11%	4%	u	Cn1cc([N+](=O)[O-])c(C(=O)N2CCN(Cc3ccc4c(c3)OCO4)CC2)n1	-12%	35%	8%	-1%	0
-31%	-5%[57.1 µM]	6%	-23%	Cc1ccc(C)c(N2CCN(C(=O)c3c(C)oc4nc(C)nc(N5CCOCC5)c34)CC2)c1	-3%	4%	u	u	5
-8%	u	3%	-7%	COc1ccc(CCN(Cc2nc3ccccc3c(=O)[nH]2)C(=O)C2CC2)cc1	3%	34%	x	4%	5
-5%	-1%	1%	-13%	CC(=O)c1c(O)c2ccccc2n(C(C)C)c1=O	-2%	43%[activator]	u	4%	3
-5%	-36%	2%	-12%	CC(C)NC(=O)c1ccc(CN2CCc3ccccc3C2)cc1	-1%	39%[activator]	u	9%	0
-7%	8%	2%	i	COc1ccccc1NC(=O)C1CCN(S(C)(=O)=O)CC1	-14%	12%	x	24%	-2
7%	-2%	2%	0%	COC(=O)Cc1c(C)c2ccc(OCC(=O)NCc3ccc4c(c3)OCO4)cc2oc1=O	7%	14%	u	-48%	-3
-12%	-13%	6%	-1%	CCN1CCN(C(c2cccs2)C(C)NC(=O)c2ccccc2OC)CC1 (configuration not stated)	-14%	24%	u	-5%	1
-22%	-15%	5%	-25%	CC(C)(CC(=O)OCC(=O)Nc1ccc(F)c(Cl)c1)CC1=NS(=O)(=O)c2ccccc2N1	2%	12%	7%[59 µM]	-2%	-4
-7%	x	-2%	-18%	Cc1ccc(-n2nc(C(=O)N3CCN(c4cc(C)ccc4C)CC3)c3c4ccccc4n(C)c3c2=O)cc1	0%	35%	-7%[59 µM]	-4%	5
1%	-7%	12%	u	O=C(CNC(=O)c1ccco1)NCC(=O)OCc1ccc(Cl)cc1	-2%	28%	-14%	-13%	0
-7%	-4%	0%	9%	Cc1ccc(NC(=O)c2cccs2)cc1NC(=O)c1cccnc1	3%	55%[activator]	16%	-21%	3
-9%	-1%	5%	3%	Cc1nn(C(C)(C)C)c(NC(=O)c2ccc(Cl)cc2)c1Br	3%	0%	5%	19%	1
-4%	12%	1%	-5%	Cc1c(/C=C/C(=O)c2ccc(Cl)s2)cnn1C	-3%	31%	-2%[59 µM]	2%	-2
44%[activator]	1%	-9%	-24%	CCOC(=O)c1c(NC(=O)c2ccccc2)sc2c1CCc1ccccc1-2	3%	24%	u	u	1
56µM*	45µM*	10µM*	x	CCCC1Nc2ccc(C(=O)O)cc2C2C=CCC12 (configuration not stated)	27%	-17%	u	u	3
-2%	-2%	-10%	-7%	COc1ccccc1NC(=O)COc1ccccc1	x	31%	u	17%	-9
u	u	18%	-14%	Cc1ccc(-n2c(C)cc(C(=O)COC(=O)c3ccc[nH]c3=O)c2C)cc1C	-2%	-14%	-5%[59 µM]	-10%	0
-27%	-10%	0%	-20%	CN1C(=S)SC(N(O)C(=O)Nc2ccc(Cl)c(Cl)c2)C1(C)C (configuration not stated)	4%	5%	8%	4%	2
u	u	0%	0%	COc1ccc(C2C(C#N)=C(N)Oc3c2c(C)nn3-c2ccccc2)cc1Cn1nc(C)c([N+](=O)[O-])c1C (configuration not stated)	-23%	-11%	x	-16%	-1
-19%	-11%	8%	-22%	Cc1ccc(S(=O)(=O)n2cnc3ccccc32)c(C)c1	6%	39%	u	-31%	-3
-20%	11%	1%	133%	Cc1ccc(C)c(OCC(=O)NCC(C)(C)N2CCOCC2)c1	10%	10%	4%[59 µM]	21%	1
-18%[57.1 µM]	2%	6%	13%	Nn1c(COc2cccc(Cl)c2)nc2ccccc2c1=O	-8%	34%	11%[59 µM]	9%	-2
-15%	-15%	-1%	-22%	COCCn1nnnc1C(c1ccc(OC)cc1)N1CCN(C(=O)c2ccco2)CC1 (configuration not stated)	2%	31%	u	-12%	-4
-17%	-15%	-2%	u	COc1ccc(S(=O)(=O)N2CCOCC2)cc1NC(=O)Cc1coc2cc(C)c(C)cc12	2%	27%	50µM*	0%	0
-8%	5%	25%	-2%	O=C(O)C1CC=CCC1C(=O)Nc1ccccc1C(=O)N1CCN(c2ccc(F)cc2)CC1 (configuration not stated)	2%	24%	0%[59 µM]	9%	1

# 7 entries from above, ordered by SMILES length, high to low:
JMJD2A Tudor inh	BAZ2B inh	GLS inh	ALOX12 inh	smiles	ERG Ets-DNA blk	HP1b chromo inh	G9a block	RGS4 inh	PI4K2A inh
u	u	0%	0%	COc1ccc(C2C(C#N)=C(N)Oc3c2c(C)nn3-c2ccccc2)cc1Cn1nc(C)c([N+](=O)[O-])c1C (configuration not stated)	-23%	-11%	x	-16%	-1
-17%	-15%	-2%	u	COc1ccc(S(=O)(=O)N2CCOCC2)cc1NC(=O)Cc1coc2cc(C)c(C)cc12	2%	27%	50µM*	0%	0
u	u	18%	-14%	Cc1ccc(-n2c(C)cc(C(=O)COC(=O)c3ccc[nH]c3=O)c2C)cc1C	-2%	-14%	-5%[59 µM]	-10%	0
-27%	-10%	0%	-20%	CN1C(=S)SC(N(O)C(=O)Nc2ccc(Cl)c(Cl)c2)C1(C)C (configuration not stated)	4%	5%	8%	4%	2
-9%	-1%	5%	3%	Cc1nn(C(C)(C)C)c(NC(=O)c2ccc(Cl)cc2)c1Br	3%	0%	5%	19%	1
-20%	11%	1%	133%	Cc1ccc(C)c(OCC(=O)NCC(C)(C)N2CCOCC2)c1	10%	10%	4%[59 µM]	21%	1
-4%	12%	1%	-5%	Cc1c(/C=C/C(=O)c2ccc(Cl)s2)cnn1C	-3%	31%	-2%[59 µM]	2%	-2
